# Screening data (PubChem)
# CCT chaperon mod: cytosolic chaperonin activity modulation; 0.3% of 360,000 active; activity change, % (concentration not given with the values), hits read low; AID 651819; purified chaperonin ATPase assay, HTRF ADP detection, 30 min; in the data active means activity change below about -30%; further: on the % scale 0 is the no-effect control and ±100 the full control effect
#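 First, chaperonin was dispensed at 40 nM or 20 nM final depending on batch activity. Next, compounds were pinned at 76 uM and ATP added at 10 uM. After 30 min at 37 °C, ADP detection reagents ran 30 min at ambient temperature.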
# EPAC1 agonist: EPAC1 (human) agonism; EPAC1 agonist qHTS, biochemical assay; response scale: 100% = response to 6.5 mM cAMP; Potency, µM (highest dose often 154 µM), without a hit: top-dose activation, hits mostly activators; 0.073% of 360,000 active; AID 720707; further: potency means the concentration at half of the fitted maximal effect; nearly all actives have a fitted effect of over 60% in size
#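 Nucleotide exchange assay: 100 nM EPAC1 with 250 nM Rap1B loaded with BODIPY-GDP and 50 uM GDP, room temperature. Fluorescence (480/540 nm) read every 5 min for 30 min; signal change normalized to 6.5 mM cAMP as full agonist.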
# PI5P4K alpha inh: PI5P4K alpha (human) kinase inhibition; P48426; PI5P4Kalpha enzyme, ADP-Glo luminescence, 60 min; active compounds read low; max response, %; 1.2% of 330,000 active; AID 652105; active means max response of -50% or lower; inconclusive means between -30% and -50%; inactive means -30% or higher; further: value at the top dose of about 77 µM; on the % scale 0 is the no-effect control and ±100 the full control effect
#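 Enzyme plus substrate dispensed, test compounds pinned in, then ATP (5 microM final) added. After 60 min at RT, ADP-Glo reagent 1 for 45 min and reagent 2 for 30 min preceded luminescence imaging.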
# EPAC1 antag: antagonists of human EPAC1 | 0.14% of 360,000 active | EPAC1 GEF assay, Rap1b-BODIPY-GDP exchange fluorescence | AID 720709 | Potency, µM (top dose mostly 115 µM), inactives show at the top dose activity change, negative = inhibition, hits mostly inhibitors | O95398;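 further: potency means the concentration at half of the fitted maximal effect; plate controls were vehicle for no effect and positive control for full effect; nearly all actives have a fitted effect of over 50% in size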
# Mm-Cpn inhibitor: inhibitors of Methanococcus maripaludis chaperonin (MmCpn). purified Mm-Cpn ATPase, ADP Transcreener TR-FRET. Potency, µM (top dose mostly 76.9 µM), for inactives: at the top dose activity, negative = inhibition, hits mostly inhibitors. 0.031% of 330,000 active; further: potency means the concentration at half of the fitted maximal effect; on the % scale 0 is the no-effect control and ±100 the full control effect; nearly all actives have a fitted effect of over 80% in size
#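 TR-FRET (320 nm excitation; 590 and 665 nm emission) reports ADP made from 10 uM ATP by 25 nM enzyme; compounds were preincubated 10 min, reaction run 30 min, both at 37°C.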
# PLK1 PBD inh: blocks phosphopeptide binding to human PLK1 polo-box domain; Potency, µM, for inactives: max response, negative = inhibition, usual class: inhibitors; 2.8% of 360,000 active; Plk1 PBD binding of FITC phosphopeptide, fluorescence polarization; P53350; further: potency means the concentration at half of the fitted maximal effect; series mostly up to about 57 µM; on the % scale 0 is the no-effect control and ±100 the full control effect; nearly all actives have a fitted effect of over 65% in size
# WRN helicase inh: inhibitors of human WRN helicase; Q14191; WRN helicase unwinding, fluorescent forked duplex, kinetic; Potency, µM (doses to about 114 µM), for the others: top-dose activity change, negative = inhibition, usual class: inhibitors; 0.46% of 360,000 active; AID 651768; further: potency means the concentration at half of the fitted maximal effect; on the % scale 0 is the no-effect control and ±100 the full control effect; nearly all actives have a fitted effect of over 55% in size
#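 Kinetic fluorescence helicase assay: unwinding of a quenched forked DNA duplex (100 nM final) with 2 mM ATP final raises red fluorescence (525/598 nm). Compounds sat 15 min at room temperature with 20 nM WRN beforehand.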
# EPAC2 antagonist: EPAC2 (human) antagonism; Q8WZA2; EPAC2 GEF exchange of Rap1B-BODIPY-GDP, fluorescence; Potency, µM (doses to about 114 µM), inactives show at the top dose activity, negative = inhibition, hits mostly inhibitors; 0.18% of 360,000 active; AID 720708; further: potency means the concentration at half of the fitted maximal effect; on the % scale 0 is the no-effect control and ±100 the full control effect; nearly all actives have a fitted effect of over 45% in size; many of its hits are not listed in these tables
# Target sequence (Q8WZA2 whole entry, looked up): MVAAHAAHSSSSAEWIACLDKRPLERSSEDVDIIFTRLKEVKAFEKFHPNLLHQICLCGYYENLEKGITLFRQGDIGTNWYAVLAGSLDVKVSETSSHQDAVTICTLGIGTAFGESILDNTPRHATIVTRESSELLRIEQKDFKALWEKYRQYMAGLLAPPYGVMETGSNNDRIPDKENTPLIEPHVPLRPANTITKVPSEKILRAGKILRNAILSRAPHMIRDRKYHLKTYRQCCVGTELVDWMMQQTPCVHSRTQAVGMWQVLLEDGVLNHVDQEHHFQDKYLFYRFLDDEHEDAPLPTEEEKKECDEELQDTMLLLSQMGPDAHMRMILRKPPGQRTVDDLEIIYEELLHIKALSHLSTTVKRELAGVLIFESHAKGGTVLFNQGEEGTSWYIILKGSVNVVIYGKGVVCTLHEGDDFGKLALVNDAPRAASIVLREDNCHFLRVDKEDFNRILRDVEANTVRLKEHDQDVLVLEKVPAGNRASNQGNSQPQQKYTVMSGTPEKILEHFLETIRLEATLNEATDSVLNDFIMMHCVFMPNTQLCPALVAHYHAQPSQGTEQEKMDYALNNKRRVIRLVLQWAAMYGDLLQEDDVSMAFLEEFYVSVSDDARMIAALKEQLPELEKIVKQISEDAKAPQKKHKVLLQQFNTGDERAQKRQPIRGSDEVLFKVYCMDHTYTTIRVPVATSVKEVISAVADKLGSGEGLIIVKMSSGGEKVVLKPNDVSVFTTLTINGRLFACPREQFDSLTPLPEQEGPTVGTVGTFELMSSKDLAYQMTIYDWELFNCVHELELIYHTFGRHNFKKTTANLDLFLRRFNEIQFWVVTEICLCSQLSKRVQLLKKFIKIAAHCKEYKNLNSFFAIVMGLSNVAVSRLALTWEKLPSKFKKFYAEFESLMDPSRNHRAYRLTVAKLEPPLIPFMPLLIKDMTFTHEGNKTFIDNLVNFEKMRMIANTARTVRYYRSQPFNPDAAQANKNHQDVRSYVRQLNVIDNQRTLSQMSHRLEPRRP
# The depositor's hits bear a star; ? = inconclusive; . = no result given; [ ] = dose if it differs, or a comment. Unless noted, the call rests on the fitted dose curve; in most records, active means well fitted curve in the direction sought with a large enough effect; inconclusive means small, poorly fitted or top-dose-only effect, or another doubt; inactive means no such curve, though single readings can be large; an effect the other way counts as inactive or inconclusive.
SMILES,CCT chaperon mod,EPAC1 agonist,PI5P4K alpha inh,EPAC1 antag,Mm-Cpn inhibitor,PLK1 PBD inh,WRN helicase inh,EPAC2 antagonist
c1ccc(C2=Nc3c(ccc4ccccc34)C(c3ccncc3)=NN2)cc1,0.8,14%,4,-21%,-1%,-3%,-34%,1%
Cn1c(=O)c2c(-c3ccccc3)n(-c3ccccc3N)cc2n(C)c1=O,-3.0,-11%,4,?,.,-15%,4%,1%
COC(=O)c1ccc(CSc2cc(C)c3cc(C)cc(C)c3n2)o1,-2.0,6%,10,1%,0%,-13%,-1%,-14%
CC(C)Cc1nnc(NC(=O)c2ccc([N+](=O)[O-])cc2)s1,1.3,1%,8,7%,2%,-7%,-5%,10%
COCCNC(=O)C(c1cccs1)N(Cc1cccs1)C(=O)Cn1nnc2ccccc21 (stereo not given),-9.7,1%,8,-1%,-1%,-14%,-6%,5%
CC(=O)Oc1ccc2c(C)cc(=O)[nH]c2c1,-1.3,6%,0,-8%,-1%,-15%,1%,0%
O=C(CN(c1cccc([N+](=O)[O-])c1)S(=O)(=O)c1ccccc1)NCc1ccccc1,0.6,1%,-2,6%,-1%,-13%,-1%,-1%
Cc1nc2ccc(NC(=O)COc3ccccc3[N+](=O)[O-])cc2s1,-2.2,0%,-15,5%,-11%,2%,2%,-4%
COc1ccc(CCNC(=O)C2CCCN(Cc3nc(-c4cccc(Cl)c4)oc3C)C2)cc1OC (stereo not given),-0.4,10%,-1,10%,1%,1%,8%,3%[57.1 µM]
CC(=O)Nc1c(C(=O)NCc2ccccc2)nnn1Cc1ccccc1,0.0,3%,0,7%,0%,3%,-10%,14%
CCOc1cc(C2Nc3ccccc3NC3=C2C(=O)CC(C)(C)C3)ccc1OC(C)=O (stereo not given),1.0,-3%,0,4%,-3%,4%,3%,7%
Cc1cc(Nc2ccccc2)n(-c2nc3ccccc3[nH]2)n1,1.7,8%,21,-10%,1%,-10%,-9%,8%
O=c1nccc(NCc2ccco2)[nH]1,-2.4,-6%,0,2%,-1%,-2%,10%,12%
O=C(NNC(=S)Nc1ccc(Cl)c(Cl)c1)c1ccccn1,-2.3,1%,-2,-14%,2%,-16%,-4%,-12%
COc1ccc(CN2C(=NC(=O)c3ccccc3)SC3CS(=O)(=O)CC32)cc1OC (stereo not given),0.0,2%,6,?,-9%,-2%,-4%,-5%

# Next section, overlapping the part above by four compounds.
SMILES,CCT chaperon mod,EPAC1 agonist,PI5P4K alpha inh,EPAC1 antag,Mm-Cpn inhibitor,PLK1 PBD inh,WRN helicase inh,EPAC2 antagonist
Cc1cc(Nc2ccccc2)n(-c2nc3ccccc3[nH]2)n1,1.7,8%,21,-10%,1%,-10%,-9%,8%
O=c1nccc(NCc2ccco2)[nH]1,-2.4,-6%,0,2%,-1%,-2%,10%,12%
O=C(NNC(=S)Nc1ccc(Cl)c(Cl)c1)c1ccccn1,-2.3,1%,-2,-14%,2%,-16%,-4%,-12%
COc1ccc(CN2C(=NC(=O)c3ccccc3)SC3CS(=O)(=O)CC32)cc1OC (stereo not given),0.0,2%,6,?,-9%,-2%,-4%,-5%
OCC1(CCCc2ccccc2)CCN(C2CCC2)CC1,0.0,9%,-2,-5%,0%,-5%,-1%,-2%
CC(C)(CNC(=O)Cc1ccc(NS(=O)(=O)c2cccc(C(F)(F)F)c2)cc1)N1CCOCC1,-13,?,2,-1%,0%,5%,-9%,4%
Cc1ccc(CNC(=O)CCCn2c(=O)c3ccccc3n(CC(=O)NC3CCCC3)c2=O)cc1,-2.4,2%,-6,-7%,1%,-12%,-6%,-2%
C/C(=N\NC(=O)c1ccc(CN(C)S(=O)(=O)c2ccc(C)cc2)cc1)c1ccc(OC(F)F)cc1,-0.8,-6%,8,1%,-2%,-5%,9%,10%
CC1CN(C(=O)CCNC(=O)c2ccc(Cl)cc2)CC(C)O1 (stereo not given),0.2,-4%,-3,18%,0%,0%,-1%,4%
COc1ccccc1Cn1c(=S)[nH]c2cc(C(=O)NCCN3CCOCC3)ccc2c1=O,1.4,-3%,.,2%,-3%,-2%,6%,5%
O=C1c2cccc3c([N+](=O)[O-])ccc(c23)C(=O)N1c1ccc(Cl)cn1,-1.2,17%,.,7%,0%,?,-26%,9%
COc1ccc(C(=O)Nc2c(N)nc[nH]c2=O)cc1,1.6,3%,3,7%,.,-4%,-4%,5%
O=C(Nc1ccc(Br)cc1)/C(=C/c1cccc([N+](=O)[O-])c1)NC(=O)C1CCCCC1,2.9,5%,.,16%,1%,2%,-7%,-4%
CCN(CC(=O)Nc1ccc(NC(C)=O)cc1)C(=O)CCCc1nc2ccccc2c(=O)[nH]1,-13,3%,0,5%,-1%,0%,-9%,5%
CCCCN(CCCC)CC(O)COc1ccc(Br)cc1 (stereo not given),-3.0,-1%,-3,?,-1%,-8%,-34%,3%
O=c1cc(-c2ccc(O)cc2)oc2cc(O)c(C3OC(CO)C(O)C(O)C3O)c(O)c12 (stereo not given),-3.0,-9%,-19,-9%,.,-5%,?,?
CCN1CCN(C(=O)CN2C(=O)COc3ccc(C)cc32)CC1,-1.2,5%,-7,-5%,-3%,-9%,-33%,-2%
COc1ccc2cc(OCC(=O)NNC(=O)Nc3ccc(C(C)=O)cc3)ccc2c1,-2.4,-9%,-5,-20%,-2%,2%,1%,-2%
COC(=O)Nc1snnc1C,-3.6,4%,-6,8%,0%,-1%,1%,4%
CC1(C)CC(=S)Nc2ccccc2S1,-3.0,-6%,.,-3%,0%,27µM*,5%,7%
CCOC(=O)COn1c(=O)c(-c2ccc(OCC)cc2)[n+]([O-])c2ccccc21,-2.9,0%,3,13%,-1%,-24%,-5%,-16%
CNc1ccccc1C(=O)OCC(=O)Nc1ccc2c(c1)OCO2,0.0,5%,-30,-24%,1%,-5%,-10%,4%
COc1ccc(C(=O)NCN2CCN(c3ccccc3)CC2)cc1OC,-3.3,-8%,4,2%,1%,-2%,0%,-3%
S=c1[nH]nc(-c2ccccn2)n1/N=C/c1cccc(Cl)c1,-4.2,0%,-3,11%,4%,?,3%,3%
CC(C)C(NS(=O)(=O)c1cccc(C(F)(F)F)c1)C(=O)N1CCc2ccccc2C1 (stereo not given),-0.6,8%,4,-20%,2%,-8%,-1%,-14%
Cc1cc(OC(C)C(N)=O)nc(-c2ccccc2)n1 (stereo not given),2.6,-5%,9,10%,-2%,4%,-6%[57.1 µM],3%
O=C(NC(=S)N1CCc2ccccc21)c1ccccc1Br,-2.9,2%,1,-17%,2%,-3%,2%,2%
CCOC(=O)COc1cc(O)c2c(=O)cc(-c3ccccc3)oc2c1,-0.1,10%,13,6%,3%,-16%,2%[57.1 µM],2%
CCOc1ccc(CN2CCN(Cc3cccn3-c3nccs3)CC2CCO)cc1 (stereo not given),1.2,4%,1,-16%,0%,-7%,-1%,0%
CCOc1cc2[nH]c(=O)n(CCCC(=O)N(C)Cc3ccccc3)c(=O)c2cc1OCC,-1.7,8%,5,7%,1%,-9%,3%,-7%
O=C(CCN1C(=O)C2C3C=CC(C4CC34)C2C1=O)OCC(=O)c1ccccc1 (stereo not given),-1.6,2%,-17,4%,-1%,-4%,-21%,13%
COc1ccc(CCN2CC(C(=O)NCCN3CCOC3=O)CCC2=O)cc1 (stereo not given),1.5,-20%,1,0%,0%,-3%,0%,2%
CCCN(CC(=O)Nc1ccccc1C)C(=O)c1ccc2[nH]c3c(c2c1)CC(C)CC3 (stereo not given),-1.8,-2%,2,-13%,?,1%,-6%,-13%
CN(C)c1ccc(O)c2c1CC1CC3[C@@H](N(C)C)C(=O)C(C(N)=O)C(=O)[C@]3(O)C(=O)C1C2=O (stereo not given in full),-1.8,6%,-8,4%,-1%,-6%,-9%,4%

# Three entries already listed, sorted by molar mass, smallest number first:
SMILES,CCT chaperon mod,EPAC1 agonist,PI5P4K alpha inh,EPAC1 antag,Mm-Cpn inhibitor,PLK1 PBD inh,WRN helicase inh,EPAC2 antagonist
CC1(C)CC(=S)Nc2ccccc2S1,-3.0,-6%,.,-3%,0%,27µM*,5%,7%
CNc1ccccc1C(=O)OCC(=O)Nc1ccc2c(c1)OCO2,0.0,5%,-30,-24%,1%,-5%,-10%,4%
CCOC(=O)COc1cc(O)c2c(=O)cc(-c3ccccc3)oc2c1,-0.1,10%,13,6%,3%,-16%,2%[57.1 µM],2%

# Marked active in PLK1 PBD inh (from the list above):
structure	CCT chaperon mod	PI5P4K alpha inh	EPAC1 antag	Mm-Cpn inhibitor	PLK1 PBD inh	WRN helicase inh	EPAC2 antagonist
CC1(C)CC(=S)Nc2ccccc2S1	-3.0	.	-3%	0%	27µM*	5%	7%

# New compounds follow:
SMILES,CCT chaperon mod,EPAC1 agonist,PI5P4K alpha inh,EPAC1 antag,Mm-Cpn inhibitor,PLK1 PBD inh,WRN helicase inh,EPAC2 antagonist
CCCCn1c(SCC(=O)NCc2ccc(OC)c(C(=O)O)c2)nc2cc(S(N)(=O)=O)ccc21,0.3,8%,5,7%,3%,-11%,-6%,8%
CC1(C)CC(NC(=O)c2cc(S(=O)(=O)N3CCOCC3)ccc2Cl)CC(C)(C)N1,0.0,9%,7,15%,-2%,-4%,-3%,3%
COc1cc(/C=N/NC(=O)c2cccnc2)ccc1OCC(=O)Nc1ccc(C)cc1,-1.8,-5%,1,?,1%,-5%,-4%,0%
FC(F)(F)c1cc(-c2ccccn2)nc2cc(-c3ccccc3)nn12,-4.3,6%,-6,-5%,2%,-10%,-29%,4%
C=CCNC(=O)c1ccc(C2SCC(=O)N2Cc2ccccc2)cc1 (stereo not given),0.4,0%,2,1%,1%,-7%,1%,15%
Cc1cccc(Nc2nc(N)c([N+](=O)[O-])c(N3CC(C)OC(C)C3)n2)c1 (stereo not given),1.0,-8%,6,-12%,0%,5%,-6%,-26%
CNC(=O)Nc1ccc(S(N)(=O)=O)cc1,-1.8,6%,-3,-16%,-3%,4%,-12%,4%
Cc1ccc(C(=O)O)cc1NC(=O)CCc1ccccc1,-1.8,10%,-29,11%,2%,17µM*,1%,9%

# This is a subset; count on the stated rates, not on these rows.
